# Nrf2 ARE act – Nrf2 pathway activation. 410,000 tested, 0.31% active. Potency, µM (top dose mostly 46.1 µM), for the others: at the top dose activation, most hits filed as activators. AID 624171. AREc32 ARE-luciferase reporter (MCF7-derived line), luminescence, 24 h; note: potency is the fitted concentration of half-maximal effect; % of control where 0% means no effect; nearly all actives have a fitted effect of over 65% in size
#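 ARE activation measured as luciferase luminescence (Steady-Glo, 30 min RT) in AREc32_Fluc cells after 24 hr compound exposure at 37 deg C, 5% CO2; cells seeded overnight at 1000/well in OPTI-MEM, 5% FBS.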
# ATXN2 expr inh – reduces ATXN2 reporter expression in HEK-293 cells; HEK-293 ATXN2-luciferase reporter, luminescence, 24 h; Potency, µM (highest dose often 57 µM), inactives show at the top dose activity change, negative = inhibition, hits mostly inhibitors; 360,000 tested, 0.72% active; AID 1745845; note: potency is the fitted concentration of half-maximal effect; % is set by controls: 0 for no effect and ±100 for the full control effect; nearly all actives have a fitted effect of over 55% in size
#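 ATXN2-luciferase reporter cells (luciferase flanked by upstream and downstream ATXN2 gene portions) were treated 24 h at 37 °C with compounds at up to 57 uM. SteadyGlo luminescence gave expression; GF-AFC fluorescence gave viability.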
# Nrf2 block – inhibitors of Nrf2 signaling. A549 ARE-Fluc reporter, luciferase luminescence, 18-24 h. Potency, µM (titrated, usually from 46 µM), for the others: at the top dose activity change, negative = inhibition, hits mostly inhibitors. 360,000 tested, 2.1% active; note: potency is the fitted concentration of half-maximal effect; % is set by controls: 0 for no effect and ±100 for the full control effect; nearly all actives have a fitted effect of over 60% in size
#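 Quantitative HTS in A549 cells stably bearing an antioxidant response element-firefly luciferase construct. Inhibition of Nrf2-driven transcription was scored by luminescence after 18-24 h of compound exposure at 37 °C.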
# EPAC2 agonist – EPAC2 (human) agonism | EPAC2 activation, biochemical qHTS; response scale: 100% = 6.5 mM cAMP response | Potency, µM (highest dose often 154 µM), for the others: at the highest dose activation, hits mostly activators | 360,000 tested, 0.079% active | AID 720711; note: potency is the fitted concentration of half-maximal effect; nearly all actives have a fitted effect of over 50% in size
# Target sequence (Q8WZA2 whole entry, looked up): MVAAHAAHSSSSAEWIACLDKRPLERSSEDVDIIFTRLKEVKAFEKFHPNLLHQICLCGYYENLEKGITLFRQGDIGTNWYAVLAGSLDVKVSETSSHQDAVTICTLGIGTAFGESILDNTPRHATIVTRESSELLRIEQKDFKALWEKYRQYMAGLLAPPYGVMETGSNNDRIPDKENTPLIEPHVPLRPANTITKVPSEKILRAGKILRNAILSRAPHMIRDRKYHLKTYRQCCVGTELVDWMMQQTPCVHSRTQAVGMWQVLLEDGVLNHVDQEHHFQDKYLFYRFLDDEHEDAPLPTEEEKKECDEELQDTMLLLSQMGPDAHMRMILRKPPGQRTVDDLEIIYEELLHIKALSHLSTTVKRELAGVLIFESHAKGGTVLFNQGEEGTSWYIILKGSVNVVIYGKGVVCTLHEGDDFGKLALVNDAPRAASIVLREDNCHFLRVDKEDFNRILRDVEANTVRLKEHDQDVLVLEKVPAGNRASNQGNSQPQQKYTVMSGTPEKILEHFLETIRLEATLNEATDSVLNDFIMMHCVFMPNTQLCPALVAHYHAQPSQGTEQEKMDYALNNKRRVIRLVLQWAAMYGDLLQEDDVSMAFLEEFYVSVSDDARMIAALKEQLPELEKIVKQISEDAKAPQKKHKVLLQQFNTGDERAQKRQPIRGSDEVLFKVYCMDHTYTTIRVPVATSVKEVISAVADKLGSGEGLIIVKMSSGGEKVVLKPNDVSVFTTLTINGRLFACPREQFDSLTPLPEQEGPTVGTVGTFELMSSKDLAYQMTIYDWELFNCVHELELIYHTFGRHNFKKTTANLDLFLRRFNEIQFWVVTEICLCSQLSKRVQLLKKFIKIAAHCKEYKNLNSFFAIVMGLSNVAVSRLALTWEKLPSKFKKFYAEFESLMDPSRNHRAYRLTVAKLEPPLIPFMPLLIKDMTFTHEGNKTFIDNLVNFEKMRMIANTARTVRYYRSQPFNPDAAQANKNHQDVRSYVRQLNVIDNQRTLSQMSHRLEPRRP
#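 Compounds were titrated in qHTS against a Rap1B-BODIPY-GDP (250 nM) complex with EPAC2 (100 nM) and GDP (50 uM). BODIPY-GDP release tracked at 480/540 nm over 30 min at room temperature, normalized to 6.5 mM cAMP.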
# HepG2 viability – HepG2 cytotoxicity, counter-screen for TGF-b inhibitors; HepG2 CAGA-GFP viability, ATP luminescence, 18 h; Potency, µM (titrated, usually from 46.1 µM), for the others: at the top dose activity change, negative = cytotoxicity, usual class: cytotoxic; 410,000 tested, 0.76% active; note: potency is the fitted concentration of half-maximal effect; some results filed as inactive show a strong effect at the top dose
#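 CellTiter-Glo luminescence gave cytotoxicity after 18 hours at 37 degrees C. The cells were HepG2 CAGA-GFP in 1% FBS DMEM, stimulated with 500 pg/mL TGF-beta after compound addition. %Activity was normalised to no-cell wells (complete cell-killing) and DMSO (no toxicity), and curves were fitted and classified.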
# A549 tox – kills or reduces viability of A549 cells in Nrf2 counter-screen; A549 ARE-Fluc cells, CellTiter-Fluor viability, 18-24 h; Potency, µM (top dose mostly 46 µM), for the others: top-dose activity change, negative = cytotoxicity, hits mostly inhibitors; 390,000 tested, 0.16% active; AID 504648; note: potency is the fitted concentration of half-maximal effect; % is set by controls: 0 for no effect and ±100 for the full control effect
#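 A549 ARE_Fluc cells in 5% FBS OPTI-MEM were exposed to compounds in concentration-response for 18-24 h at 37 deg C. Viability was read by CellTiter-Fluor fluorescence (Ex 405/Em 525) after 30 min, before the luciferase read.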
# S2 tox – viability counter-screen for ATXN expression inhibitors; S2 cells (HEK-293 line with an ATXN2-luciferase reporter) viability, CellTiter-Fluor protease fluorescence, 24 h; Potency, µM (doses to about 56.7 µM), most hits filed as cytotoxic; 400,000 tested, 0.49% active; AID 651635; note: potency is the fitted concentration of half-maximal effect; nearly all actives have a fitted effect of over 40% in size
# TGFb SMAD3 inh – blocks TGF-b signaling | HepG2 CAGA-GFP TGF-b/SMAD3 reporter, GFP fluorescence, 18 h; TGF-beta stimulated, 500 pg/mL final | Potency, µM (titrated, usually from 46.1 µM), for the others: at the highest dose activity, negative = inhibition, hits mostly inhibitors | 410,000 tested, 1.2% active | AID 588855; note: potency is the fitted concentration of half-maximal effect; % is set by controls: 0 for no effect and ±100 for the full control effect; nearly all actives have a fitted effect of over 65% in size
#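 Read-out: total well GFP (ex488/em500-530) summed from mean per-cell fluorescence. Cells: HEPG2 CAGA-GFP, 1% FBS DMEM, 18 h at 37 degrees C with 500 pg/mL final TGF-beta. Unstimulated wells served as the full-inhibition control; stimulated DMSO wells = 0%.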
# IL2 activator – activates IL-2 in a cell-based reporter assay; IL-2 activation reporter assay, cell-based qHTS; stimulated with anti-CD3/CD4/CD28 beads; in transgenic mouse T cells; activation, % (series mostly up to about 46 µM); 360,000 tested, 0.065% active; in the data active = activation above about 50%; inconclusive = mostly about 30% to 49%; note: 0% is about no effect
#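 Quantitative HTS in unstimulated transgenic mouse T cells, with memory T cells as non-tolerant control and PMA/ionomycin as tolerance-bypass control. Compound pretreatment lasted 60 minutes before 18 h bead stimulation; EGFP/DsRed fluorescence read.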
# * hit, by the source's call; i = inactive; ? = inconclusive; / = not tested or not shown; & = joins results of further samples; [ ] = another dose, or the depositor's remark. Unless noted, calls come from the whole dose curve; as a rule, active = well fitted curve in the direction sought with a large enough effect; inconclusive = small, poorly fitted or top-dose-only effect, or another doubt; inactive = no such curve, though single readings can be large; an effect the other way counts as inactive or inconclusive. Hits appear at their usual frequency; overall some 4.3% were active at least once.
# Sample of the layout, 2 compounds:
SMILES,Nrf2 ARE act,ATXN2 expr inh,Nrf2 block,EPAC2 agonist,HepG2 viability,A549 tox,S2 tox,TGFb SMAD3 inh,IL2 activator
COc1ccc(C2NC(C(=O)O)CS2)cc1COCC(F)(F)F (stereo not drawn),-1.0%,-9%,/,5%,-13%,4%,i,2%,0.3
O=C(CN1C(=O)/C(=C\c2ccccc2F)SC1=S)Nc1nc2ccccc2s1,2.9%,50%[activator],5%,-1%,-7%,-2%,i,4%,7.3

# Main list, repeating the preview:
SMILES,Nrf2 ARE act,ATXN2 expr inh,Nrf2 block,EPAC2 agonist,HepG2 viability,A549 tox,S2 tox,TGFb SMAD3 inh,IL2 activator
COc1ccc(C2NC(C(=O)O)CS2)cc1COCC(F)(F)F (stereo not drawn),-1.0%,-9%,/,5%,-13%,4%,i,2%,0.3
O=C(CN1C(=O)/C(=C\c2ccccc2F)SC1=S)Nc1nc2ccccc2s1,2.9%,50%[activator],5%,-1%,-7%,-2%,i,4%,7.3
COc1ccc(OC)c(NC(=O)c2ccc(-c3nc(CSc4ccccc4)c(C)o3)cc2)c1,0.3%,-16%,?,/,-13%,-6%,i,-1%,/
Cc1cc(C)cc(-n2c(SCC(=O)Nc3ccc4c(c3)OCCO4)nc3c([nH]c4ccccc43)c2=O)c1,2.8%,11%,/,/,-1%,-3%,i,18%,/
Cc1nnc(NC(=O)CSc2ccc(-c3ccco3)nn2)s1,?,/,-25%,-1%,8%,-4%,i,2%,-2.0
Cc1cc(C)c(C(=O)OCC(=O)NC(=O)c2ccccc2)c(C)c1,0.3%,-7%,-6%,-3%,3%,-20%,i,?,-2.3
CCC(C)(C)NC(=O)c1cc(OC)c(OC)cc1[N+](=O)[O-],0.1%,3%,8%,10%,16%,-18%,i,14%,0.1
O=C(CSc1nc2c(c(=O)n1-c1ccc(Cl)cc1)SCC2)N1CCOCC1,0.0%,-1%,-20%,2%,-30%,3%,i,2%,-0.3
CC(C)(C)NC(=O)COC(=O)c1ccccc1OCC(=O)Nc1ccc(Br)cc1,0.9%,-3%,9%,2%,-25%,12%,i,-16%,-2.0
COCCCn1c(SCC(=O)NC(C)(C)C)nnc1-c1cccs1,-0.4%,-7%,2%,17%,-9%,4%,i,0%,-0.9
CC(=O)c1ccc(S(=O)(=O)N2CCC3(CC2)CC(=O)c2ccccc2O3)cc1,-0.2%,-10%,-10%,25%,-25%,-1%,i,0%,-5.3
Cn1cc(C(=O)OCC2CCN(CCNS(C)(=O)=O)CC2)c2ccccc21,0.3%,-8%,-27%,6%,1%,-8%,i,-12%,0.3
COc1cc(/C=C2\C(=N)N3N=C(N4CCOCC4)SC3=NC2=O)ccc1OC(=O)c1ccccc1,5.9%,7%,-18%,19%,-7%,4%,i,-5%,2.4
C/C(=N\NC(=O)c1nn(C)c(C)c1Br)c1cccc(NC(=O)c2ccoc2C)c1,0.0%,9%,-19%,-2%,-9%,-10%,?,?,-2.3
COc1ccc(NC(=S)N2c3ccccc3CC2C)cc1OC (stereo not drawn),3.3%,-13%,0%,13%,-56%,1%,i,9%,-0.5
CCOC(=O)N1CCN(C(=O)CSc2nc(=O)n3ccc(C)cc3n2)CC1,-0.6%,-9%,-14%,1%,3%,2%,i,11%,-1.7
CC1Cc2c([nH]c3ccccc23)C2c3ccccc3CN12 (stereo not drawn),5.8%,25%,-10%,4%,1%,5%,i,5%,-1.4
CC(C)(C)c1ccc(Nc2n[nH]c3ccccc23)cc1,4.7%,141%[activator],/,10%,-39%,/,?,-30%,-0.1
COC(=O)c1ccc(/C=C/C(=O)OCC(=O)Nc2ncc(Cl)cc2Cl)cc1,4.2%,7%,-3%,3%,-5%,1%,i,0%,2.8
CCOC(=O)/C(C#N)=C/c1c(Oc2cccc(C)c2)nc2ccccn2c1=O,3.5%,/,?,-5%,-21%,0%,i,-21%,0.6
C=C(C)c1cccc(C(C)(C)NC(=O)NC2CC(C)(C)NC(C)(C)C2)c1,0.5%,-20%,15%,0%,-3%,1%,i,1%,0.8
COCCOC(=O)c1c(C)oc2ccc(NS(=O)(=O)c3ccccc3)cc12,0.3%,-3%,2%,15%,-7%,-2%,i,-2%,-1.5
CCOC(=O)/C(C#N)=C/c1cc2ccccc2nc1N1CCCCC1,2.9%,6%,-18%,?,-16%,3%,i,-18%,-5.8
O=c1nc2ccc(Cl)cn2c2ccc(S(=O)(=O)N3CCOCC3)cc12,-0.9%,-6%,2%,6%,-13%,0%,/,4%,0.6
COc1ccc(-c2cc3c(=O)n(CC(=O)Nc4ccc(Cl)cc4)ncn3n2)cc1,-0.4%,-23%,0%,4%,11%,-11%,i,4%,-0.8
CCOC(=O)c1cc(NC(=O)N(CC)CC)c(C)nc1C,-0.8%,-5%,/,2%,6%,0%,i,-4%,0.3
CCc1ccccc1NC(=O)CSc1ncc(S(=O)(=O)c2ccc(C(C)C)cc2)c(N)n1,3.6%,/,/,/,-12%,?,/,?,/
CCc1ccc(NC(=O)c2ccc(F)c(S(=O)(=O)N3CCC(C)CC3)c2)cc1,-0.5%,/,/,/,-6%,1%,/,-2%,/
CCN(CC)CCNCC(O)(c1ccc(Cl)cc1)c1ccc(Cl)cc1,6.6%,1%,7%,12%,-52%,0%,i,?,-1.4
COCCNc1cc(C)c(C#N)c2nc3ccccc3n12,1.4%,-9%,-12%,3%,-11%,2%,i,0%,-2.7
COc1ccc(CCN(CC(=O)NC2CCCC2)C(=O)Cn2nnc(-c3ccc(C)o3)n2)cc1OC,-0.6%,-12%,6%,18%,11%,1%,i,?,1.7
N#CCCn1c(=S)[nH]c2ccccc21,-0.5%,-1%,-7%,-3%,-14%,-4%,i,2%,0.8
Cc1cc(C)cc(OCC(=O)N/N=C/c2ccc([N+](=O)[O-])o2)c1,3.6%,?,21µM*,-2%,-96%,?,?,?,-4.2
COCCNC(=O)c1cc(-c2ccccc2)nn1CC1CC(c2cccc([N+](=O)[O-])c2)=NO1 (stereo not drawn),-0.6%,-6%,-21%,3%,-24%,-3%,i,2%,-3.1
Cn1c(CCNC(=O)c2ccco2)nc2cc(NC(=O)NC3CCCCC3)ccc21,-0.1%,17%,16%,-11%,0%,1%,i,-2%,-3.4
CCN1C(=O)C(CC(=O)Nc2ccc(OC)cc2)N(Cc2ccc3c(c2)OCO3)C1=S (stereo not drawn),3.3%,-22%,-11%,-10%,3%,-6%,?,-7%,-0.6
Cc1nn(Cc2ccc(F)cc2)c(C)c1NC(=O)c1cnn2c1NC(c1cccs1)CC2C(F)(F)F (stereo not drawn),0.3%,-6%,-14%,0%,-9%,4%,i,0%,4.5
CC1(C)Cc2ccccc2-c2nc3n(c(=O)c21)CCCS3,1.7%,-22%,-3%,15%,-8%,11%,i,3%,-1.2
Cc1ccccc1Nc1nnc(SCC(=O)NCc2ccco2)s1,2.0%,1%,7%,4%,-1%,-1%,i,-18%,-0.4
COc1ccc(S(=O)(=O)Nc2cc3c4c(c2)CCC(=O)N4CCC3)cc1,3.5%,5%,?,2%,-22%,-5%,?,35%[activator],-0.2
COc1cccc(CNC(=O)c2nnn(CC(=O)Nc3cc(Cl)ccc3C)c2N)c1,3.2%&0.0%,0%,-27%&6%,5%,-5%&0%,-1%&-3%,i,-15%&-4%,-1.4
CCOc1ccc(NC(=O)CC2C(=O)N(c3ccccc3)C(=O)N2CCOC)cc1 (stereo not drawn),-0.7%,-3%,4%,-11%,0%,-12%,i,14%,-2.6
Nc1cccc(CN2CCCC2)c1,0.0%,/,11%,0%,10%,2%,i,11%,0.7
CCOC(=O)C1(CCOC)CCCCC1=O (stereo not drawn),-0.4%,/,/,5%,-15%,/,/,-6%,-0.2
CCOc1ccc(N(CC(=O)Nc2cccc(Cl)c2)S(=O)(=O)c2c(C)noc2C)cc1,0.2%,-38%,23µM*,8%,-12%,?,?,?,-4.0
COc1ccc(C(=O)OCC(=O)Nc2ccc3c(c2)OCO3)cc1S(=O)(=O)N1CCOCC1,-0.2%,-4%,0%,-4%,12%,0%,i,-9%,0.7
CCOC(=O)c1nc(C)n(-c2ccc(Cl)cc2)n1,0.4%,4%,-3%,1%,-47%,-12%,?,-9%,-0.2
Cc1ccc(NC(=O)CN2C(=O)c3ccccc3S2(=O)=O)c(C)c1,0.6%,-17%,-5%,-7%,15%,0%,i,4%,0.2
Cc1ccc(S(=O)(=O)Nc2c(NC3CCCCC3)c3ccccc3oc2=O)cc1C,0.7%,/,-4%,6%,-22%,-9%,?,?,-0.5
COc1ccccc1-n1c(SCC(=O)NC2CCS(=O)(=O)C2)nc2ccccc2c1=O (stereo not drawn),-0.8%,/,-25%,9%,17%,-16%,i,32%[activator],-0.1
COc1ccc(C2(c3ccc(OC)cc3)NC(=O)N(CC(=O)Nc3ccc(OC(F)F)cc3)C2=O)cc1,2.7%,?,?,2%,-21%,?,i,?,-0.8
CCCCC1CC2=C(C(=O)OC(C)(C)O2)C(c2ccc(F)cc2)O1 (stereo not drawn),-0.8%,2%,/,12%,-22%,/,i,?,1.0
CC1=CCC2C(=O)N(c3ccc(N4CCOCC4)cc3)C(=O)C2C1 (stereo not drawn),-1.4%,-5%,1%,0%,-15%,0%,i,3%,-0.1
Cc1cc(OCCCC(=O)NCCc2ccccn2)ccc1Cl,0.5%,0%,22%,9%,-36%,2%,i,2%,-0.2

# 2 compounds from above, reduced to TGFb SMAD3 inh, Nrf2 block and EPAC2 agonist:
smiles	TGFb SMAD3 inh	Nrf2 block	EPAC2 agonist
CCCCC1CC2=C(C(=O)OC(C)(C)O2)C(c2ccc(F)cc2)O1 (stereo not drawn)	?	/	12%
CC1=CCC2C(=O)N(c3ccc(N4CCOCC4)cc3)C(=O)C2C1 (stereo not drawn)	3%	1%	0%
